TAAR1 agonist: agonists of human TAAR1; 0.99% of 360,000 active; activation, % at 3 µM; AID 624467; CHO RD-HGA16 TAAR1, Fluo-8 calcium fluorescence; vehicle wells 0%, saturating PEA agonist 100%;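 active means activation above the mean activation of all test compounds in the run plus 3 SD, cut at about 38% in these data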
Target sequence (Q96RJ0 whole entry, looked up): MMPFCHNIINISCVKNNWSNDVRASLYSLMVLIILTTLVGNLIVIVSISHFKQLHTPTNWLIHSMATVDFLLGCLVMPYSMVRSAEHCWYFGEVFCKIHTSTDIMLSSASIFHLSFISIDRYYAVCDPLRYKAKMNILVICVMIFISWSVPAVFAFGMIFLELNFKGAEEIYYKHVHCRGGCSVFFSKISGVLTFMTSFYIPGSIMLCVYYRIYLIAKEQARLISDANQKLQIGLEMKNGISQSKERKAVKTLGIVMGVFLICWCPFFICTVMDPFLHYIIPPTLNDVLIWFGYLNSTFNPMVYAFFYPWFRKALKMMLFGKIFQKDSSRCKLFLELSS
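System: CHO-derived RD-HGA16 cells with stable Gα16 and human TAAR1 / Times: 17-24 h plating, Fluo-8 75 min 37 °C, 30 min RT / Technique: calcium-sensitive Fluo-8 signal, excitation 470-495, emission 515-575 nm / Measure: % activation relative to PEA EC100 response / Benchmarks: DMSO and PEA EC100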
CHRM1 antagonist: antagonists of human M1 muscarinic receptor | CHO-K1 hM1, Fluo-8 calcium fluorescence, ACh EC80 antagonist | 1.3% of 360,000 active | AID 588852 | inhibition, % at 3 µM;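 active means percent inhibition above its own plate's cutoff, namely the mean of that plate's compound wells plus 3 SD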;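 further: peak over basal fluorescence ratio during 140 s after agonist addition; 0% = ACh EC80 plus DMSO and 100% = DMSO alone without agonist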
Target sequence (P11229 whole entry, looked up): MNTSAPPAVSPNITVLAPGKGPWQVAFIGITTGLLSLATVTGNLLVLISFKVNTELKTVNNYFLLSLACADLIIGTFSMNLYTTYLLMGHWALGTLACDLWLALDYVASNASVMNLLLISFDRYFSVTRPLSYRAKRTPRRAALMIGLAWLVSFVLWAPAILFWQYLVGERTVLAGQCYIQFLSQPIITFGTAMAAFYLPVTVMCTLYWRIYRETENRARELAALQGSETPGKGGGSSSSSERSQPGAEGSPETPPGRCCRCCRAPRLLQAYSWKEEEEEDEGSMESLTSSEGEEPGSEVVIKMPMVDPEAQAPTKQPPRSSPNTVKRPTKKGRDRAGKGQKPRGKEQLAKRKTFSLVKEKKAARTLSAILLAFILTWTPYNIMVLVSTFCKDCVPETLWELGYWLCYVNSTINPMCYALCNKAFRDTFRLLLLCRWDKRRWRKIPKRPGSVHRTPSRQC
M1 PAM: positive allosteric modulators of human M1 muscarinic receptor; P11229; CHO-K1 hM1, Fluo-8 calcium fluorescence, ACh EC20; 0% = ACh EC20, 100% = maximal ACh; activation, % at 3 µM; 0.088% of 360,000 active; in the data active means activation above about 19%, passing the limit was not always enough
M1 ag parental: nonselective activator or artifact in parental CHO-K1 cells. Fluo-8 calcium fluorescence; scaled to maximal ATP response, vehicle zero. activation, % at 3 µM. 0.48% of 360,000 active. AID 602248; in the data active means activation above about 15%;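 further: untransfected CHO-K1 host cells lacking M1 receptor as counterscreen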
CHO-K1 Ca antag: nonselective inhibitor or artifact in parental CHO-K1 cells; 0.6% of 360,000 active; inhibition, % at 3 µM; ATP-induced calcium, Fluo-8 fluorescence;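 active means inhibition above a per-plate cutoff, the plate's mean sample inhibition plus 3 SD, cut at about 24% in these data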;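 further: 0% = DMSO plus EC80 ATP and 100% = DMSO alone without ATP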
CHO-K1 Ca PAM: nonselective activator or artifact in parental CHO-K1 calcium assay; AID 602247; ATP EC20, Fluo-8 calcium fluorescence; 0% at ATP EC20, 100% at ATP max; 0.02% of 360,000 active; activation, % at 3 µM;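 active means activation above the run cutoff, the mean activation of all test compounds plus 3 SD, cut at about 40% in these data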;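 further: peak over basal fluorescence ratio in a 140 s read after ATP addition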
CHRM1 agonist: agonists of human M1 muscarinic receptor; activation, % at 3 µM; P11229; CHO-K1 hM1, Fluo-8 calcium fluorescence, agonist mode; 0% DMSO, 100% acetylcholine EC100; 0.33% of 360,000 active; AID 588814;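 active means activation above the run's mean compound activation plus 3 SD, cut at about 16% in these data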;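 further: peak over basal fluorescence ratio within a 140 s kinetic read after compound addition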
TAAR1 antagonist: human TAAR1 antagonism; CHO RD-HGA16 TAAR1, Fluo-8 calcium fluorescence, antagonist; 1.5% of 360,000 active; inhibition, % at 3 µM;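 active means inhibition above a per-plate cutoff, the mean inhibition of test compounds on that plate plus 3 SD, cut at about 49% in these data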;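 further: 0% = DMSO plus EC80 beta-PEA response and 100% = DMSO alone without agonist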
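Assay system: RD-HGA16 CHO cells with stable hTAAR1 and Gα16 / Reagent: EC80 β-phenethylamine stimulus / Doses: 3 µM, single point / Timing: dye loading 75 min at 37 °C, then 30 min room temperature / Measured by: Fluo-8 intracellular calcium dye fluorescence, real-time kinetic reads / Controls: vehicle wells and EC80 agonist wells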
CHO parental Ca: counter-screen for OX1R antagonists: effect in parental CHO cells; inhibition, % at 5.6 µM; AID 463079; 0.63% of 330,000 active; parental CHO-K1, ATP-induced calcium, Fluo-8 fluorescence;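 active means inhibition above that plate's mean sample inhibition plus 3 SD, cut at about 26% in these data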;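 further: 0% = ATP-challenged DMSO wells and 100% = DMSO wells without ATP; some compounds past the cut are filed as inactive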
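material = parental CHO cells | also added = ATP as calcium-mobilizing challenge | dosing = single point at 5.6 µM | detection = intracellular calcium via Fluo-8 no-wash fluorescent dye | read-out = % inhibition | benchmarks = low control ATP plus DMSO, high control DMSO only | repeats = one well per compound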
Starred values were filed as active, the others as inactive; . = no result given.

Every second line gives: TAAR1 agonist, CHRM1 antagonist, M1 PAM, M1 ag parental, CHO-K1 Ca antag, CHO-K1 Ca PAM, CHRM1 agonist, TAAR1 antagonist, CHO parental Ca
1. CC(=O)Nc1ccc(S(=O)(=O)N[C@@H](C)C(=O)OCC(=O)c2ccc(Br)s2)cc1
 : 4, 17, -10, 2.6, 10, -11, 4, -10, .
2. O=C1c2ccccc2C(=O)c2c(NCCCN(CCO)CCO)cccc21
 : 1, -6, 9, 0.6, -1, 13, -13, -19, .
3. O=c1c(Oc2ccccc2)coc2cc(O)cc(O)c12
 : 2, 14, -7, 2.4, -2, 12, -3, -7, -3
4. Cc1ccc(NC(=S)N(Cc2cccs2)Cc2cc3cc(C)ccc3[nH]c2=O)cc1
 : 4, 0, 5, 0.5, -7, 23, -6, -9, -4
5. C/C(=N\NC(=O)C(N)=O)c1cccc(C(F)(F)F)c1
 : 4, -6, 3, -0.3, 16, -9, -8, 4, 2
6. CN(C)C=Nc1ncc2c3ccccc3n(CCN(C)C)c2c1C#N
 : 6, -15, 11, 0.5, -4, 4, -2, 0, -18
7. CCn1c(CSc2ncccn2)nnc1SCC(=O)N1CCc2ccccc21
 : 1, 12, -4, 0.2, -6, 17, -9, 5, -21
8. CCCCNC(=O)c1ccccc1NC(=O)c1ccc2c(c1)OCO2
 : 15, 4, -11, 1.9, 1, -1, -8, 15, -24
9. Cc1ccc(C)c(NC(=O)CCC(=O)N2CCOc3ccccc32)c1
 : 3, -10, 5, 1.3, -16, 26, -6, -16, 4
10. CC1=CC(C)(C)N(C(=O)CSc2nnc(N)s2)c2cc(C)c(C)cc21
 : 4, 6, 0, -0.5, -15, 9, -6, -1, -14
11. CC(C)NC(=O)COC(=O)c1ccc(O)cc1
 : 4, -20, 1, 0.2, -5, 8, 0, 13, 6
12. O=S(=O)(NCCS(=O)(=O)N1CCN(c2ccc(F)cc2)CC1)c1ccc(F)cc1
 : 5, -11, 3, 4.5, -3, 3, 6, -11, .
13. Cc1cc(C(=O)NC(C)C2CC2)c(Cl)cc1Cl (stereo unspecified)
 : -1, -9, 8, -0.2, -4, -1, -5, -8, -12
14. S=C(NC1CCCCC1)N1CCN(Cc2ccccc2)CC1
 : 2, -5, -1, 1.3, -8, 25, -14, -5, -15
15. Clc1ccc(SCc2cc(-c3ccccc3)no2)cc1
 : 6, 9, -6, -0.8, 8, -7, -4, 21, -15
16. O=C1CC(c2ccccc2)CC2=C1C1(CCCC1)N=C(Nc1nc3ccccc3o1)N2 (stereo unspecified)
 : 3, 8, -11, 0.2, 1, -4, -1, 1, .
17. Cc1occc1-c1nnc(SCC(=O)NCc2ccco2)n1CC(C)C
 : 12, -2, -1, 0.4, -12, 17, -1, 3, -21
18. O=C(CC12CC3CC(CC(C3)C1)C2)NCC(=O)N1CCCC1
 : 10, -11, 0, 1.0, -12, 21, 2, -4, 7
19. NC(=O)N/N=C/c1ccc([N+](=O)[O-])o1
 : 2, -22, 5, 0.5, 12, 1, -1, -13, 4
20. CCCCOC(=O)C1=C(C)NC(=O)NC1c1ccc2c(c1)OCO2 (stereo unspecified)
 : 6, -5, 2, -0.1, 9, -13, 4, -6, .
21. COc1ccccc1C/C(N)=N/OC(=O)c1cccc([N+](=O)[O-])c1
 : 2, 0, -2, 0.0, -15, 18, -5, -7, -21
22. O=C(Nc1ccc(F)cc1)c1cc(-c2ccccn2)nc2c(Cl)cccc12
 : 6, 17, -6, 0.3, 6, -8, -2, -15, -1
23. CC(NC(=O)c1cc2ccccc2o1)C(=O)O (stereo unspecified)
 : 8, 7, -4, 0.1, 2, 9, -3, -2, 0
24. Cc1noc(C)c1NC(=O)N(C)C[C@H]1OCCCC[C@@H](C)Oc2ccc(NS(=O)(=O)c3ccccc3)cc2C(=O)N([C@H](C)CO)C[C@@H]1C
 : 1, -3, -2, 0.5, -9, 12, 10, -4, .
25. O=c1cc(-c2ccc([N+](=O)[O-])cc2)c2cc3c(cc2[nH]1)OCCO3
 : -2, -9, 6, 1.8, -13, 18, -3, -19, 0
26. O=C(Cc1ccc(Cl)cc1Cl)OCC(=O)N1CCCCC1
 : 4, -10, 6, 0.2, 2, -2, -8, 16, -17
27. C[C@H](CO)N1C[C@H](C)[C@H](CN(C)S(=O)(=O)c2ccc3ccccc3c2)OCc2cnnn2CCCC1=O
 : 3, -22, 13, 0.0, -12, 22, -9, -10, .
28. CC(=O)Oc1ccc2c(c1)O/C(=C\c1ccncc1)C2=O
 : ., -7, 10, 18*, -10, 17, 3, ., -1
29. CCCC(c1nnnn1CC1CCCO1)N1CCN(c2nc3ccccc3s2)CC1 (stereo unspecified)
 : 12, 7, 1, 0.7, 14, -6, -3, -8, -11
30. CC1CCN(C(=S)c2cn(Cc3ccccc3F)c3ccccc23)CC1
 : 10, -5, 1, -0.1, -4, 4, -3, 13, -17

Next part, starting with the last two of the part before.
Every second line gives: TAAR1 agonist, CHRM1 antagonist, M1 PAM, M1 ag parental, CHO-K1 Ca antag, CHO-K1 Ca PAM, CHRM1 agonist, TAAR1 antagonist, CHO parental Ca
29. CCCC(c1nnnn1CC1CCCO1)N1CCN(c2nc3ccccc3s2)CC1 (stereo unspecified)
 : 12, 7, 1, 0.7, 14, -6, -3, -8, -11
30. CC1CCN(C(=S)c2cn(Cc3ccccc3F)c3ccccc23)CC1
 : 10, -5, 1, -0.1, -4, 4, -3, 13, -17
31. COCc1[nH]nc2c1C(c1ccc(OC)c(OC)c1)C(C#N)=C(N)O2 (stereo unspecified)
 : 8, -17, 12, -0.4, 0, -1, 0, -3, 4
32. CCN(CC)S(=O)(=O)c1ccc(C(=O)OCC(=O)N2CCOCC2)cc1
 : 0, -14, 7, 0.4, -7, -14, -4, -2, 9
33. CCCS(=O)(=O)n1nc(-c2ccc(OC)cc2OC)cc1N
 : 0, -2, 4, 0.2, 5, -4, 0, -6, -9
34. Cc1ccc(C2CC(c3cccs3)=NN2C(=O)CSc2nc3ccccc3o2)cc1 (stereo unspecified)
 : 3, -3, 1, -0.5, 7, -3, -3, -31, -12
35. COc1cccc(OC)c1OC(=O)C1CC(=O)N(c2ccc3c(c2)OCCO3)C1 (stereo unspecified)
 : 3, -11, 7, 4.9, -18, -17, 1, 0, -16
36. O=C1c2ccccc2C(=O)N1OCc1ccc(Cl)cc1
 : 14, -7, 4, -0.1, -7, 16, -5, 2, -9
37. COc1ccc(/C=C2\SC(=O)N(CC(=O)Nc3cccnc3)C2=O)cc1OC
 : 4, -6, 8, 1.5, 2, -8, -9, -10, -7
38. CCOC(=O)N1C(=O)[C@](CC)(c2ccccc2)N1C(=O)OCC
 : 3, -14, 12, 4.8, -4, 18, 2, 14, 12
39. COC(=O)c1ccc2c(c1)N(Cc1nc(-c3ccc(Cl)cc3)oc1C)C(=O)C1CCCN21 (stereo unspecified)
 : 0, -5, 2, 0.0, -13, 24, -5, -11, -18
40. Cn1c(=O)c2c(nc(SCCN3CCOCC3)n2Cc2ccc(F)cc2)n(C)c1=O
 : 8, -22, 1, 7.1, -3, 11, -9, -11, -12
41. COCC(C)NS(=O)(=O)c1ccc(C)cc1 (stereo unspecified)
 : 1, -8, 2, 0.6, -11, 21, -3, -5, -1
42. O=C(N/N=C/c1ccco1)c1ccc2nc[nH]c2c1
 : 3, 17, -5, 4.2, -4, 6, -2, -25, -21
43. O=C1N(Cc2cccnc2)C[C@@H]2C[C@@H](c3ccccc3C(F)(F)F)N3CCC[C@@]123
 : 1, -36, 4, 0.3, -21, 15, -2, -1, -2
44. OC(c1ccc(Cl)cc1)c1ncc(-c2ccc(Cl)cc2)[nH]1 (stereo unspecified)
 : 1, -5, 2, 2.7, -4, 19, -2, 14, .
45. Cc1cccc(NC(=O)c2cccc(C(=O)Nc3cccc(C)n3)c2)n1
 : 9, -8, 1, 2.0, 4, -19, -2, 16, -27
46. CN1CCC(NC(=S)NC2CC2)CC1
 : 0, 9, -6, 0.1, -17, 3, -6, 7, -9
47. CCc1cc(-c2n[nH]c(=S)n2-c2cccc(C)c2)cs1
 : 24, 0, -3, 0.0, -17, 12, -12, 0, -6
48. O=C(Nc1cc(Cl)cc(Cl)c1)Nc1cnccn1
 : 8, 26, -8, 0.7, 30*, -28, 2, -22, 36*
49. COc1cccc(C(=O)c2c[nH]c(C(=O)NCc3ccco3)c2)c1
 : 3, 4, -4, 1.1, 2, 3, -2, -3, -19
50. CN(C(=O)c1cc2ccccc2cc1O)C1CCCCC1
 : 3, -7, 6, 2.7, -6, 12, -1, -16, -6
51. CN1CCN(C(=O)CCc2ncc(C(F)(F)F)cc2Cl)CC1
 : 11, -2, 3, -0.4, 1, 0, -8, 4, -6
52. O=C(c1ccc(F)cc1)c1ccc(-c2ccc(F)cc2)nc1
 : -2, 0, 1, 1.7, -9, 14, -5, 20, 6
53. O=C(COc1ccc2c3c(c(=O)oc2c1)CCCC3)NCCCN1CCOCC1
 : 10, 7, 8, -0.4, -6, -10, -6, -12, -24
54. COc1ccc(OCC(=O)c2c[nH]c3ccccc23)cc1
 : 2, 1, -4, 0.7, 1, -7, -2, 9, -5
55. CCn1ccnc1CN(C)Cc1cn[nH]c1-c1ccc(F)cc1F
 : 0, 1, -17, 0.2, -3, -3, -14, 7, -25
56. O=C(CCn1c(=S)[nH]c2ccccc2c1=O)NCCCN1CCCC1=O
 : 0, -8, 6, -0.2, -8, 11, -2, -2, 3
57. CCc1cccc(OCCN2CCCC2)c1
 : 1, 4, -13, 0.4, -14, 3, -11, -4, -6

Among those listed so far, these contain a thiophene ring, fused or not:
Every second line gives: TAAR1 agonist, CHRM1 antagonist, M1 PAM, M1 ag parental, CHO-K1 Ca antag, CHO-K1 Ca PAM, CHRM1 agonist, TAAR1 antagonist, CHO parental Ca
1. CC(=O)Nc1ccc(S(=O)(=O)N[C@@H](C)C(=O)OCC(=O)c2ccc(Br)s2)cc1
 : 4, 17, -10, 2.6, 10, -11, 4, -10, .
4. Cc1ccc(NC(=S)N(Cc2cccs2)Cc2cc3cc(C)ccc3[nH]c2=O)cc1
 : 4, 0, 5, 0.5, -7, 23, -6, -9, -4
34. Cc1ccc(C2CC(c3cccs3)=NN2C(=O)CSc2nc3ccccc3o2)cc1 (stereo unspecified)
 : 3, -3, 1, -0.5, 7, -3, -3, -31, -12
47. CCc1cc(-c2n[nH]c(=S)n2-c2cccc(C)c2)cs1
 : 24, 0, -3, 0.0, -17, 12, -12, 0, -6

One compound at a time, as listed above. Order of values: TAAR1 agonist	CHRM1 antagonist	M1 PAM	M1 ag parental	CHO-K1 Ca antag	CHO-K1 Ca PAM	CHRM1 agonist	TAAR1 antagonist	CHO parental Ca
Record of C/C(=N\NC(=O)C(N)=O)c1cccc(C(F)(F)F)c1 → 4	-6	3	-0.3	16	-9	-8	4	2
Record of CCCS(=O)(=O)n1nc(-c2ccc(OC)cc2OC)cc1N → 0	-2	4	0.2	5	-4	0	-6	-9
Record of CCOC(=O)N1C(=O)[C@](CC)(c2ccccc2)N1C(=O)OCC → 3	-14	12	4.8	-4	18	2	14	12
